# Screening results from PubChem.
# BRCA1 expr act: qHTS Assay to Identify Small Molecule Activators of BRCA1 Expression; MCF7-BRCA1-FFLuc reporter, luminescence, 48 h; response scale: scaled: vehicle 0%, 10 µM genistein 100%; Potency, µM (series often up to 46.1 µM), without a hit: at the highest dose activation, actives largely listed as activators; actives 1.1% (n = 380,000); further: potency means the concentration at half of the fitted maximal effect; nearly all actives have a fitted effect of over 80% in size; some results filed as inactive show a strong effect at the top dose
#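 48 h compound treatment of MCF7-BRCA1-FFLuc cells (phenol-red free MEM, 37 °C), then 15 min with luciferase substrate and luminescence imaging.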
# p53 reactivation: qHTS assay for re-activators of p53 using a Luc reporter; H1299 p53-A138V BP100-luciferase reporter, luminescence, 24 h; Potency, µM (top dose mostly 92.2 µM), without a hit: at the top dose activity change, positive = activation, hits mostly activators; actives 0.063% (n = 320,000); AID 504706, 2011; further: potency means the concentration at half of the fitted maximal effect; % of control where 0% means no effect; nearly all actives have a fitted effect of over 45% in size
#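 p53-null H1299 cells stably carrying temperature-sensitive p53-A138V and a BP100-luciferase reporter were pinned with compounds (4-point, 1:5 series) and held 24 hrs at 37 deg C. Luminescence was read 10 min after detection reagent.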
# USP2a inh: qHTS Assay for Inhibitors of Ubiquitin-specific Protease USP2a Using CHOP2 as the Reporter; Ubiquitin carboxyl-terminal hydrolase 2 (Homo sapiens), O75604; USP2 core, Ub-CHOP2 coupled fluorogenic reporter, 485/531; Potency, µM (titrated, usually from 38.3 µM), for the others: top-dose activity change, negative = inhibition, most hits filed as inhibitors; actives 0.01% (n = 330,000); AID 463254, 2010;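 further: potency means the concentration at half of the fitted maximal effect; plate controls were DMSO wells for no effect and full inhibition by NEM control for full effect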
#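 Cell-free coupled assay: 10nM USP2 core preincubated 30min RT with compound in Tris-HCl pH 8.0/CaCl2/CHAPS buffer, then 25nM Ub-CHOP2 and 25nM reporter substrate; fluorescence (Ex 485/Em 531) read after 60min RT, normalized to NEM inhibition, concentration-response curves fitted.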
# B2AR arrestin: qHTS assay of beta-arrestin-biased ligands of beta2-adrenergic receptor; Beta-2 adrenergic receptor (Homo sapiens), P07550; Potency, µM (top dose mostly 46.1 µM), for the others: at the highest dose activation, actives largely listed as activators; AID 492947, 2010; beta-arrestin recruitment to beta2AR, cell-based reporter; actives 0.02% (n = 330,000);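 further: potency means the concentration at half of the fitted maximal effect; 0% = DMSO controls and full agonism = EC100 isoproterenol or metaproterenol; nearly all actives have a fitted effect of over 65% in size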
# Eya2 inh: qHTS Assay for Inhibitors of the Phosphatase Activity of Eya2 | recombinant Eya2, OMFP fluorescence dephosphorylation (OMFP is methylfluorescein phosphate) | actives 0.006% (n = 330,000) | AID 488837, 2010 | Protein phosphatase EYA2 (Homo sapiens), O00167 | Potency, µM (series often up to 76.9 µM), for the others: at the highest dose activity, negative = inhibition, most hits filed as inhibitors; further: potency means the concentration at half of the fitted maximal effect; on the % scale 0 is the no-effect control and ±100 the full control effect
#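 Eya2 protein (added as 0.2 uM solution) was preincubated with compound for 10 min at ambient temperature in 50 mM HEPES pH 7.5, 50 mM NaCl, 5 uM MgCl2, 0.05% BSA, 1 mM DTT. OMFP (added at 50 uM) then reacted 10 min; fluorescence read at 485/525 nm.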
# TSG101-PTAP inh: qHTS Assay for Iinhibitors of HIV-1 Budding by Blocking the Interaction of PTAP/TSG101 | 340,000 tested, under 10 active | Fluorescence polarization, FITC-PTAP peptide / Tsg101 binding | Potency, µM (doses to about 115 µM), for the others: at the top dose activity change, negative = inhibition, actives largely listed as inhibitors | Tumor susceptibility gene 101 protein (Homo sapiens), Q99816 | AID 493005, 2010; active means well fitted inhibition curve with a large enough effect in the main read-out, with a control signal flat, not every such curve was filed as active; inconclusive means small, poorly fitted or top-dose-only effect, or effect the other way, or a change in a side signal; inactive means no such curve, though single readings can be large or run the other way; further: potency means the concentration at half of the fitted maximal effect; % of control where 0% means no effect
# Target sequence (Q99816 whole entry, looked up): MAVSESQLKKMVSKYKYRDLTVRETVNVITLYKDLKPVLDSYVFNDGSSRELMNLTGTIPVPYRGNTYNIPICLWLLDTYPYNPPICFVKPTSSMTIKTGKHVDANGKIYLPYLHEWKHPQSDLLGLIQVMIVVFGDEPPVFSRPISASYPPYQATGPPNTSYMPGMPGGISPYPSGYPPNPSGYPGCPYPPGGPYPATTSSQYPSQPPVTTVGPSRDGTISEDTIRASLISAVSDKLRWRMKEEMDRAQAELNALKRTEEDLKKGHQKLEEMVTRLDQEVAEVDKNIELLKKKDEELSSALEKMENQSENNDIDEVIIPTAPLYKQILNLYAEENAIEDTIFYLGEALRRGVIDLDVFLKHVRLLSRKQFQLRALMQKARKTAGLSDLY
#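 Fluorescence anisotropy tracks displacement of a FITC-tagged PTAP peptide (50 nM) from the Tsg101 binding domain (10 uM), following a 20 min room-temperature incubation at pH 7.5.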
# ASM inhibitor: Inhibitors of Secretory Acid Sphingomyelinase (S-ASM): qHTS; AID 504937, 2011; actives 0.006% (n = 340,000); placental ASM, HMU-PC fluorogenic substrate, 60 min; Potency, µM (titrated, usually from 57.5 µM), for the others: at the top dose activity change, negative = inhibition, most hits filed as inhibitors; further: potency means the concentration at half of the fitted maximal effect
# Target sequence (P17405 47-631 limits assumed): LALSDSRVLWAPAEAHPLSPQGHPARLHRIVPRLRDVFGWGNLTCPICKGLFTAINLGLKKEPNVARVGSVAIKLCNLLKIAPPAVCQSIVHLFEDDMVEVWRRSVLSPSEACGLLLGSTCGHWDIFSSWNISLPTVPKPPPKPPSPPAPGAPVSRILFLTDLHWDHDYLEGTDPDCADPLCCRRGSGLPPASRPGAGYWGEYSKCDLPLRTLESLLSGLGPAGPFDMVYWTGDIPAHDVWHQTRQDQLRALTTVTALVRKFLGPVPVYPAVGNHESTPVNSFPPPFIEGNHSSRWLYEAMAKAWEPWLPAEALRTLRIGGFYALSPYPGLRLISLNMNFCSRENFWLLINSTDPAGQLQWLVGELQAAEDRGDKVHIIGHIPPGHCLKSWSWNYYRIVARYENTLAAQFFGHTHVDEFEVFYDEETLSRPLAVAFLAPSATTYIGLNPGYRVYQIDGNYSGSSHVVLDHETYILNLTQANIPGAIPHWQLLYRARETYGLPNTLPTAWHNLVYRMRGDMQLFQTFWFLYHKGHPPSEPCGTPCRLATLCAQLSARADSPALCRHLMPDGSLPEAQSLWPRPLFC
#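 Fluorescence read-out (Ex 386 nm, Em 447 nm) after stopping the reaction at pH 10. Enzyme: ASM from human placenta; substrate HMU-PC0, 9 uM final; 60 min, 37 °C. Compound preincubation 10 min, ambient temperature.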
# Integrin act MD: qHTS for Activators of Integrin-Mediated Alleviation for Muscular Dystrophy; alpha7betagal myoblasts, beta-gal FDG fluorescence, 48 h; Potency, µM (doses to about 38.3 µM), for inactives: at the highest dose activation, hits mostly activators; actives 0.064% (n = 350,000);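 further: potency means the concentration at half of the fitted maximal effect; 100% = response of the positive control SU9516; nearly all actives have a fitted effect of over 60% in size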
#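 Alpha7betagal+/- myoblasts (passage 13) were plated 16-24 hr, then exposed to compounds (1:260 dilution of DMSO stock) for 48 hours at 37C. After MPER lysis, β-galactosidase reporter activity was read as FDG fluorescence (ex 480/em 540) after 30 minutes.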
# ELG1 genotox: qHTS screen for small molecules that induce genotoxicity in human embryonic kidney (HEK293T) cells expressing luciferase-tagged ELG1. HEK293T ELG1-luciferase reporter, luminescence, 16 h. Potency, µM (highest dose often 46 µM), for the others: at the top dose activity change, positive = activation, hits mostly activators. actives 1.3% (n = 330,000). AID 504466, 2011; further: potency means the concentration at half of the fitted maximal effect; % of control where 0% means no effect; nearly all actives have a fitted effect of over 60% in size
#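 HEK293T cells expressing luciferase-tagged ELG1 were exposed to compound or DMSO vehicle for 16 hr at 37 °C and 5% CO2. Luciferase activity was then measured with ONE-Glo after 30 min at room temperature.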
# TRPV1 ag: HTS Assay for Compounds that Act as Agonists of the Vanilloid Receptor 1. Transient receptor potential cation channel subfamily V member 1 (Homo sapiens), Q8NER1. TRPV1-expressing cells, Fluo-8 calcium influx, agonist mode. activation, % at 8.33 µM. actives 0.19% (n = 320,000). AID 540275, 2011; in the data active means activation above about 80%; inconclusive means between about 30% and that limit; further: 0% is about no effect
#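 Fluo-8 calcium influx in TRPV1-expressing cells, kinetic read (ex 480/em 520 nm). Compound added and read 3 min for agonist activity, followed by capsaicin at EC20 final and 2 min further read for enhancement.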
# uPA surface inh: qHTS for Inhibitors of Cell Surface uPA Generation; actives 0.31% (n = 330,000); Potency, µM (series often up to 38.3 µM), inactives show top-dose activity change, negative = inhibition, usual class: inhibitors; cell surface uPA generation assay, qHTS; active means well fitted inhibition curve with a large enough effect; inconclusive means small, poorly fitted or top-dose-only effect; inactive means no such curve, though single readings can be large or run the other way; tested in mouse RAW 264.7 cells; further: potency means the concentration at half of the fitted maximal effect; on the % scale 0 is the no-effect control and ±100 the full control effect; nearly all actives have a fitted effect of over 55% in size
# * = called active by the depositor; ? = inconclusive; . = no result given; [ ] = another dose, or the depositor's remark. Unless noted, the call rests on the fitted dose curve; in most records, active means well fitted curve in the direction sought with a large enough effect; inconclusive means small, poorly fitted or top-dose-only effect, or another doubt; inactive means no such curve, though single readings can be large; an effect the other way counts as inactive or inconclusive. An unsorted share of the library; overall some 2.6% were active at least once.
# Sequence of screens – BRCA1 expr act, p53 reactivation, USP2a inh, B2AR arrestin, Eya2 inh, TSG101-PTAP inh, ASM inhibitor, Integrin act MD, ELG1 genotox, TRPV1 ag, uPA surface inh
COc1ccc(N2CCN(S(=O)(=O)c3ccc(-n4cnnn4)c(C)c3)CC2)cc1
→ -15%, -4%, 1%, -1.3%, -4%, 0%, 1%, 9%, 2%, 27, 1%
CC(=O)Nc1cc2c3c(c1)CC(=O)N3CCC2
→ -16%, -5%, 1%, 0.0%, -9%, 2%, -2%, -63%, 1%, -4, 0%
Cc1c(C#N)c(O)[nH]c(=O)c1N=Nc1ccc(Cl)c(C(=O)O)c1
→ 5%, 5%, 2%, -0.4%, 7%, -3%, 1%, 20%, 1%, 0, 5%
O=C(Nc1ccncc1)C1CCN(S(=O)(=O)c2cccs2)CC1
→ -8%, 1%, 3%, 0.0%, -4%, 3%, 1%, 12%, -4%, ?, .
C/C(=N\NC(=O)c1ccccc1-n1cccc1)C1CC1
→ -43%, 4%, 3%, -1.4%, -5%, -6%, 2%, 28%, 0%, 0, 0%
CCOc1ccccc1NC(=O)CSc1nnc(-c2ccncc2)o1
→ -14%, 3%, 1%, 0.1%, -32%, -9%, 7%, 7%, -1%, -3, 9%
COc1ccc(NS(=O)(=O)Cc2ccccc2Cl)cn1
→ 3%, -3%, 0%, 0.0%, -21%, -1%, 0%, 10%, 0%, -3, .
CC1CN(C(=O)COC(=O)Cc2c(F)cccc2Cl)CC(C)O1 (centres undefined)
→ 15%, 10%, -2%, -1.1%, 6%, -6%, -2%, 13%, -3%, -2, -22%
CCOC(=O)C1(CCc2ccccc2)CCN(C(=O)C2CCCO2)CC1 (centres undefined)
→ 2%, 5%, -1%, -0.3%, -16%, 1%, 2%, 6%, 3%, 11, -3%
Cc1ccc(CNC(=O)C2CCN(C(=O)c3cccc(Cl)c3)CC2)cc1
→ -21%, -10%, 0%, -1.1%, -11%, 0%, 0%, 0%, -5%, 17, 9%
O=C(NCC(c1ccco1)N1CCc2ccccc21)c1ccccc1Cl (centres undefined)
→ -37%, -3%, 1%, -0.2%, 12%, -1%, -3%, -12%, -9%, 6, -21%
CN(C)C(=O)N1CCNCC1
→ 0%, 3%, 1%, 0.2%, -10%, -3%, 2%, 8%, 2%, -2, 0%
CN(C)c1ccc(C(=O)OCC(=O)NCCNC(=O)COC(=O)c2ccc(N(C)C)cc2)cc1
→ 3%, 24%, 1%, -0.7%, 3%, 0%, 4%, -1%, ?, 25, 16%
CCOC(=O)c1ccc[n+](C(C)C(=O)c2ccc(-c3ccccc3)cc2)c1 (centres undefined)
→ 0%, -2%, 15%, -0.2%, 5%, 0%, 0%, 5%, 1%, -6, 5%
CCCc1ccc(C(=O)NNC(=O)c2ccc(Br)cc2)cc1
→ 39%, -8%, 1%, -2.2%, -4%, -1%, 0%, 0%, -1%, 15, 4%
O=C(NCc1ccccc1)C(c1ccc(O)cc1)N(C(=O)Cn1nnc(-c2cccs2)n1)c1ccc2c(c1)OCCO2 (centres undefined)
→ -29%, 3%, 0%, -0.6%, -1%, -6%, 3%, ?, -4%, 0, 16%
CCOC(=O)CNC(=O)CSc1ccc(-c2nc3ccccc3[nH]2)cn1
→ 0%, 9%, 0%, -1.0%, 0%, -8%, -4%, 0%, -2%, 3, -6%
CC1CCCC(NC(=O)C2COc3ccccc3O2)C1C (centres undefined)
→ -3%, 11%, -1%, -1.6%, -2%, 0%, 1%, 9%, 2%, 15, 8%
COc1cc(C#N)c(N=C(SCC#N)N2CCOCC2)cc1OC
→ -4%, 16%, 0%, -0.3%, 5%, -5%, 2%, 20%, -2%, -1, -3%
CCOC(=O)Cc1csc(NS(=O)(=O)c2ccc3c4c(cccc24)C(=O)N3CC)n1
→ -54%, -17%, 4%, 0.1%, -8%, -1%, -3%, 13%, ?, 1, -4%
O=C(Nc1cccnc1)c1ccc(Oc2ccccc2)cc1
→ 45%, 24%, 0%, 0.0%, 9%, -4%, 4%, -42%, 4.1µM*, ?, -2%
COc1ccccc1NC(=O)Cn1cnc2sc(C(=O)NCc3ccco3)c(C)c2c1=O
→ -1%, -3%, 5%, 0.0%, -6%, -7%, -6%, -4%, 1%, -4, 7%
CSCCC(NC(=O)c1ccco1)C(=O)N1CCN(Cc2ccccc2)CC1 (centres undefined)
→ 5%, 1%, -1%, 0.8%, 4%, -8%, 3%, -4%, -5%, -1, 2%
Cc1ccccc1C(=O)NCC(=O)OCCOc1ccc(C(C)C)c(C)c1
→ -13%, 1%, -4%, 0.4%, -16%, -3%, -4%, -8%, 23%, ?, 2%
C=CCS(=O)(=O)c1cccc2cccnc12
→ -12%, 2%, 7%, -0.4%, -8%, -1%, 29%, 9%, 1%, 4, -1%
O=C(NC1CCCc2ccccc21)c1ccc([N+](=O)[O-])cc1 (centres undefined)
→ 0%, 6%, 2%, -1.5%, -8%, -7%, -1%, 9%, -4%, 7, -2%
C/C(=N\NC(=O)C(c1ccccc1)c1ccccc1)c1ccc(O)cc1
→ -30%, ?, -4%, -0.7%, -11%, 0%, -8%, 17%, 3%, 2, -19%
CN(C)S(=O)(=O)c1ccc(Cl)c(C(=O)NCCNC(=O)c2cc(S(=O)(=O)N(C)C)ccc2Cl)c1
→ -36%, 0%, 7%, -0.2%, 10%, -3%, 8%, 15%, -5%, -2, -24%
CCOC(=O)c1c(NC(=O)Cn2cnc3scc(-c4ccc(C)cc4)c3c2=O)sc(C)c1C
→ -12%, -6%, 3%, -0.3%, -1%, -1%, 1%, -6%, -1%, 2, 1%
Cc1ccccc1NS(=O)(=O)c1cc(C(=O)N2CCc3ccccc3C2)ccc1C
→ -43%, -14%, -1%, 0.0%, 11%, -1%, -6%, -15%, -1%, 2, 1%
COc1ccc(-c2nc3n(n2)C(c2ccccc2)C2=C(CCCC2=O)N3)cc1OC (centres undefined)
→ -2%, -3%, 0%, 0.2%, -4%, -2%, 210%[activator], -22%, ?, -1, -5%
O=C(OCn1ncc(Cl)c(Cl)c1=O)c1cccc(C(F)(F)F)c1
→ -113%[inhibitor], -10%, -1%, -0.8%, -12%, 1%, -9%, -67%[inhibitor], -16%, -2, -5%
CC1(C(=O)OCC(=O)Nc2nnc(-c3ccccc3)o2)CC1(Cl)Cl (centres undefined)
→ -17%, 11%, -1%, -0.4%, 8%, 0%, -2%, 18%, -7%, 4, -6%
Cc1onc(-c2ccccc2)c1C(=O)Nc1ccc(-c2nnc3n2CCCCC3)cc1
→ 3%, -6%, 0%, -0.2%, 0%, -7%, 2%, -20%, -9%, -1, 2%
COc1cccc(N/C(SC)=C(/C#N)C(=O)NCc2cccs2)c1
→ -12%, 2%, -2%, -0.5%, 10%, -1%, -2%, -20%, -5%, 10, 1%
Cc1ccc(S(=O)(=O)N[C@@H](Cc2ccccc2)C(=O)N2CCC(C(=O)N[C@@H](CC(C)C)C(=O)O)CC2)cc1
→ -1%, -3%, -1%, 0.3%, 1%, 0%, -2%, -2%, 1%, 2, 0%

# 3 of these compounds in another layout.
SMILES,BRCA1 expr act,p53 reactivation,USP2a inh,B2AR arrestin,Eya2 inh,TSG101-PTAP inh,ASM inhibitor,Integrin act MD,ELG1 genotox,TRPV1 ag,uPA surface inh
C/C(=N\NC(=O)c1ccccc1-n1cccc1)C1CC1,-43%,4%,3%,-1.4%,-5%,-6%,2%,28%,0%,0,0%
CCOc1ccccc1NC(=O)CSc1nnc(-c2ccncc2)o1,-14%,3%,1%,0.1%,-32%,-9%,7%,7%,-1%,-3,9%
COc1ccc(NS(=O)(=O)Cc2ccccc2Cl)cn1,3%,-3%,0%,0.0%,-21%,-1%,0%,10%,0%,-3,.
